Screening results (PubChem BioAssay)
Peg3 prom inh: reduces Peg3 promoter-driven luciferase expression in HeLa; HeLa PEG-Prom luciferase reporter, luminescence, overnight; inhibition, % at 20 µM; 360,000 compounds, 1.7% hits; AID 588405;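 active = inhibition of at least 50% at 20 µM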
CF NFkB block: blocks PAF-induced NF-kB reporter in cystic fibrosis cells; KKLEB NF-kB-GFP reporter, GFP fluorescence overnight; AID 588850; inhibition, % at 5 µM; 360,000 compounds, 0.86% hits;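 active = at least 50% inhibition at 5 µM, scaled per plate between neutral and stimulator controls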;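 note: PAF is a Pseudomonas aeruginosa culture filtrate used as stimulus; plate controls were PAF-stimulated DMSO wells for no effect and unstimulated DMSO wells for full effect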
C8 TRAIL sens: sensitizes caspase-8 expressing cells to TRAIL; NB7+C8 cells + TRAIL, ATPlite viability luminescence; inhibition (viability loss, TRAIL sensitization), % at 10 µM; 360,000 compounds, 1% hits;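 active = compounds causing at least 50% loss of cell viability in the single-dose screen, relative to plate controls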
TRPM1 prom inh: inhibitors of MITF-driven TRPM1 promoter in melanoma cells; AID 488899; 330,000 compounds, 0.83% hits; inhibition, % at 12.5 µM; SK-MEL-5 TRPM1 promoter luciferase, 24 h;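 active = mean inhibition across replicates of 60% or more, whatever share of single replicates reaches that level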; note: values of inactives mirror those of a sister screen read the other way
NR2E3 ag-1: activates human NR2E3 receptor | Q9Y5X4 | CHO-S Gal4-NCOR/VP16-NR2E3 two-hybrid, luciferase | inhibition of corepressor binding, % at 3.98 µM | 360,000 compounds, 0.35% hits | AID 602229;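 active = inhibition above the mean of all tested compounds plus 3 SD, cut at about 70% in these data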;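 note: 0% = DMSO with NR2E3 transfected cells and 100% = cells lacking NR2E3 construct; higher means lower luciferase signal from less NR2E3 corepressor binding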
Target sequence (Q9Y5X4 whole entry, looked up, the tested form may be a part): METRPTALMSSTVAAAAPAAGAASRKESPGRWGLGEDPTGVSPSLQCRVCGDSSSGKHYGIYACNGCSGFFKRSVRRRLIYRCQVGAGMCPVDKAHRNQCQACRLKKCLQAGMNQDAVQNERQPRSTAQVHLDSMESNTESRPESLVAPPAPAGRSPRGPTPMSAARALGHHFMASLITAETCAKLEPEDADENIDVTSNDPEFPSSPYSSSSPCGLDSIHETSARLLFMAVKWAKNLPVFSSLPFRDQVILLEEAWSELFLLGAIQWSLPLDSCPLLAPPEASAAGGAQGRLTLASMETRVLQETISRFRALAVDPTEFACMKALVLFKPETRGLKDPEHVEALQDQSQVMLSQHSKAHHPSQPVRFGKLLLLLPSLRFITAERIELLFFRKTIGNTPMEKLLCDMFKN
LMP1 NFkB inh: inhibitors of Epstein-Barr LMP1-induced NF-kappaB reporter; LMP1-induced NF-kappaB luciferase reporter cells, luminescence; inhibition, % at 12.5 µM; 350,000 compounds, 0.69% hits; AID 504558; in the data active = inhibition above about 41%;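 note: 0% = neutral control wells and 100% = reference inhibitor control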
NR2E3 ag-2: NR2E3 (human) agonism. GST-NR2E3/biotin-RetCOR TR-FRET, 1536-well. inhibition of corepressor binding, % at 4.78 µM. 320,000 compounds, 0.12% hits. AID 2300;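 active = percent inhibition above the cutoff of mean plus 3 SD of all tested compounds, set per screening campaign, cut at about 20% in these data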;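 note: 0% = DMSO wells and 100% = biotin wells as full block of FRET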
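System: GST-tagged NR2E3 plus biotinylated RetCOR corepressor; Amount: 1.35 nM GST-tagged NR2E3 final; Dosing: single nominal compound dose of 4.8 µM; Schedule: 5 h incubation at 4 °C; Technique: TR-FRET with europium anti-GST and streptavidin-D2, 340 nm excitation; Controls: biotin wells as high control, 0.6% DMSO wells as low control.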
hiPSC survival: enhancers of human iPSC single-cell survival. survival enhancement, % at 20 µM. hiPSC single-cell survival, ATPlite luminescence; 100% = ROCK inhibitor wells, 0% = DMSO. 360,000 compounds, 0.044% hits; in the data active = survival enhancement above about 18%;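 note: cells exposed to compounds for 16 hours before the ATP read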
KKLEB cytotox: CF airway cell cytotoxicity counter-screen. KKLEB CF airway cells viability, ATPlite luminescence, overnight; hits give low values; cells stimulated with P. aeruginosa culture filtrate. 360,000 compounds, 0.36% hits. activity change (cytotoxicity), % at 5 µM;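 active = corrected activity change at or below -50% at 5 µM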
Shn3 inh set2: inhibitors of Schnurri-3 3'UTR reporter in osteoblasts; Clone20 osteoblast Shn3 3'UTR firefly luciferase, 24 h; inhibition, % at 12.5 µM; 360,000 compounds, 0.52% hits; AID 588674;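 active = mean inhibition of at least 75% with every replicate also reaching 75%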;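 note: 0% = median of neutral control wells and 100% = pilot-screen positive control compound; some compounds past the cut are filed as inactive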
HIF-2a inh: blocks HIF-2a reporter activity. AID 624352. inhibition, % at 18.8 µM. 786-0 RCC cells HIF-2a reporter, luciferase luminescence, overnight. 360,000 compounds, 0.72% hits;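 active = inhibition of the luminescence signal of 40% or more relative to plate controls, in a single-dose primary screen at 18.75 µM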
* hit, by the source's call; . = not tested or not shown; & = joins results of further samples. An excerpt (hit frequency here may not be typical).

SMILES	Peg3 prom inh	CF NFkB block	C8 TRAIL sens	TRPM1 prom inh	NR2E3 ag-1	LMP1 NFkB inh	NR2E3 ag-2	hiPSC survival	KKLEB cytotox	Shn3 inh set2	HIF-2a inh
CCc1nnc(SCc2ccc(C(=O)OC)o2)n1N	12	-15	-9	2	8	-1	-2	-0.3	3	-2	7
Cc1cccc(NS(=O)(=O)c2cccc(C(=O)N3CCCCCC3)c2)c1	19	15	13	-2	11	1	0	-0.4	-14	7	9
CCCCCCSc1cccc(-c2nc3ccc(Cl)cn3c2NCc2ccccc2)c1	-25	-7	-2&-7	-10	-29&-51	-2	-2	-1.4&-2.5	-10	-26	-41&-129
Cc1nc2ccc(NC(=O)c3cccc(C(F)(F)F)c3)cc2o1	-26	10	1	-3	-18	4	-2	-2.8	4	0	-77
Cc1ccc2nc(-c3cccc(Br)c3)c(CC3CCCCC3)n2c1	-141	15	3	.	-105	.	.	-3.1	-26	-89	-189
CC(C)C(=O)NC(c1ccccc1Cl)c1c(O)ccc2ccccc12 (stereo not given)	22	14	3	0	-12	-3	3	-4.4	-18	4	18
CCOc1cc(C(=O)N(C)CC(=O)Nc2cccc3ccccc23)ccc1OC	7	12	-5	11	2	-1	2	-0.1	0	-5	16
COc1ccc(NS(=O)(=O)c2cccc(C(=O)NNC(=O)c3ccc(Br)o3)c2)cc1	42	0	-9	25	12	1	2	-0.1	0	10	17
COc1ccc(-c2cc(=O)c3cc(F)ccc3[nH]2)cc1	-105	3	21	-44	-20	-1	3	1.1	11	-10	-73
CC(=O)Nc1cccc(-c2ccnc3c2CC(C)(C(=O)Nc2ccc4c(c2)OCO4)O3)c1 (stereo not given)	-46	8	-7	.	0	.	.	-2.2	-16	9	28
Cc1ccc(Cn2ccc(NC(=O)c3noc4c3CCCC4)n2)cc1	-210	-34	7	-21	-89	-33	-2	-1.6	15	-12	-279
O=C(Nc1ccc(NC(=O)C2CCCCC2)cn1)c1ccco1	-7	17	70*	13	-38	37	0	-5.6	4	14	15
COc1cc(NC(=O)COC(=O)/C=C/c2ccc(OC)c(OC)c2)cc(OC)c1	-3	-12	-22	14	-3	2	3	0.3	1	14	3
NS(=O)(=O)c1ccc(CCNC(=O)C2CCN(S(=O)(=O)c3c(Cl)cccc3Cl)CC2)cc1	5	-2	-8	-2	-6	-6	3	0.3	3	8	5
NC(=O)c1nsc(C(=O)N(CCc2ccccc2)C(C(=O)NC2CCCC2)c2ccco2)c1N (stereo not given)	28	4	-16	7	-12	-6	-1	3.3	2	18	20
CCOC(=O)/C(C#N)=C/c1c[nH]c2ccccc12	-180	-18	-11	-4	28	-6	4	-0.5	-3	-50	-148
CCN(CC(=O)Nc1ccccc1C(F)(F)F)C(=O)c1ccc(N2C(=O)CCC2=O)cc1	10	3	17	-2	-31	2	-2	-0.4	2	1	7
O=C(O)C1CCCCC1C(=O)Nc1ccc(S(=O)(=O)N2CCOCC2)cc1 (stereo not given)	-7	8	6	-3	-5	28	.	1.5	18	9	3
Fc1ccc(-c2nc3ccc(Cl)cn3c2Cc2ccccc2C(F)(F)F)cc1	-53	18	1	.	-33	.	.	0.9	-6	-20	-129
O=C1NC(=S)N/C1=C\C=C\c1ccccc1	-177	-1	-2	.	-30	.	-7	-0.5	-4	-68	-195
CC(C)C(C)NC(=O)CN1C(=O)NC2(CCc3ccccc32)C1=O (stereo not given)	-1	-17	-4	8	3	-4	2	0.1	-3	-18	3
N#Cc1c2c(c(NCCCN3CCOCC3)n3c1nc1ccccc13)CCC2	10	-62	-17	-14	4	0	-1	3.1	9	-17	14
Cc1ccc2c(c1)N(CCC(=O)NCc1ccccn1)C(=O)CO2	16	0	0	11	-3	-8	-3	2.0	6	17	8
CN1CC(=O)N(CC(=O)Nc2ccc(N3CCOCC3)cc2)C1=O	-6	-30	-6	.	8	-5	2	-0.5	4	-4	0
Cc1cnc2nc(-c3ccccc3)ccc2c1	-177	-45	-12	.	-120	.	.	-1.0	-2	14	-206
Other entries follow.
SMILES	Peg3 prom inh	CF NFkB block	C8 TRAIL sens	TRPM1 prom inh	NR2E3 ag-1	LMP1 NFkB inh	NR2E3 ag-2	hiPSC survival	KKLEB cytotox	Shn3 inh set2	HIF-2a inh
COc1ccc(NCN2C(=O)CCC2=O)cc1	-21	5	5	-1	14	-41	0	-2.4	2	1	-20
COc1cc2nc(CN3CCN(C(C)=O)CC3)[nH]c(=O)c2cc1OC	4	-1	3	0	13	3	5	3.1	-2	-20	21
CC(C)(C)c1ccc(C(=O)Nc2c3c(nn2C(C)(C)C)CS(=O)(=O)C3)cc1	-3	1	4	-13	-43	8	2	-0.4	-10	-2	12
CN(CC(=O)Nc1cccc(F)c1)C(=O)CN1c2cccc3cccc(c23)S1(=O)=O	21	-9	-16	8	-10	2	4	-1.0	1	-3	17
CCO[C@H]1OC(C(=O)N2CCN(C)CC2)=C[C@@H](C2CC2)[C@@H]1CCCO	-3	0	-28	-6	2	3	0	-2.3	6	7	10
CC1(C)CC(=O)C=C(NCc2ccco2)C1	8	1	4	-17	-23	5	-2	3.4	0	-7	7
Cc1csc2c(=O)sc(NC(=O)c3ccco3)nc12	-26	-16	-11	4	5	2	0	-0.2	0	-19	-44
COc1ccccc1NC(=O)Nc1nnc(Cc2ccccc2F)s1	9	13	0	8	-22	-25	-1	0.8	-6	22	-1
CCc1nc(NCCO)c(C#N)c2c1CSC(C)(C)C2	24	5	-12	11	-33	5	-5	-0.4	-11	-19	11
COc1ccc(/C=C/C(=O)NCC2COc3ccccc3O2)c(OC)c1 (stereo not given)	-89	-7	7	-23	-38	-1	1	-0.3	-5	-15	-118
COCCN(C(=O)CSc1ncn[nH]1)c1c(N)n(Cc2ccccc2)c(=O)[nH]c1=O	-10	6	-23	-10	3	0	-1	0.8	-2	-4	10
Cc1cc(C)cc(N(CC(=O)NC2CCCCCC2)S(=O)(=O)c2c(C)[nH]c(=O)[nH]c2=O)c1	-17	3	7	7	-3	-5	3	0.1	-2	-13	7
O=C(CSC1=NCCS1)Nc1ccc(F)cc1	4	2	40	13	-20	7	3	-0.6	-2	-26	7
OCC[C@@H]1C[C@H](O)[C@@H](O)[C@]2(Cc3ccccc3CCO2)O1	27	-22	-1	-5	10	4	-6	-1.0	-2	-1	-4
C=CCOc1c(Br)cc(CNn2c(C)n[nH]c2=S)cc1OC	22	-4	-13	5	5	-5	-1	-0.2	3	9	7
Cc1ccccc1OCC(=O)OCC(=O)c1ccc(OC(=O)c2ccccc2)cc1	-31	-5	-7	-21	-2	-6	4	3.4	12	-23	-51
CC1CCN(C(=O)C(NS(=O)(=O)c2cccc3nsnc23)C(C)C)CC1 (stereo not given)	-6	-2	-3	-4	5	-15	2	-0.3	-2	8	5
COc1ccc(Cc2noc(COc3ccc(Cl)cc3)n2)cc1	14	8	-2	1	-3	-16	-2	0.5	2	-4	-21
COc1cccc(-c2nc(C#N)c(N3CCN(C(=O)c4ccco4)CC3)o2)c1	-7	1	-5	-4	9	2	0	0.1	-2	14	9
CN(C)C(=O)CCc1ccc2c3c([nH]c2c1)[C@]1(CCc2ccccc2)[C@@H](C(=O)N2CCCCC2)C[C@H](CC(=O)NCCc2ccccn2)C(=O)N1CC3	-17	14	-3	7	-8	-7	.	-1.4	3	-8	7
COc1ccccc1S(=O)(=O)Cc1ccc(C(=O)NC2CCCCC2)o1	-3	9	-8	4	16	7	-4	-1.6	9	-13	21
CC1=C(C(=O)NCc2ccccc2)C(c2cccs2)NC(=S)N1 (stereo not given)	16	-2	30	1	-16	18	5	0.8	0	6	11
Cc1cc2ccccc2c(=O)n1CC(=O)NCc1ccco1	12	5	2	6	5	-1	2	0.3	6	2	12
COC(=O)c1cc(=O)n(Cc2ccco2)c(=Nc2ccc(F)cc2)s1	82*	40	-9	.	-53	7	-1	3.2	-18	16	49*
COc1ccc(/C=C(/NC(=O)c2ccccc2)C(=O)N2CCCCC2)cc1	13	-2	3	2	10	0	-1	0.0	-3	-12	13
Next part.
SMILES	Peg3 prom inh	CF NFkB block	C8 TRAIL sens	TRPM1 prom inh	NR2E3 ag-1	LMP1 NFkB inh	NR2E3 ag-2	hiPSC survival	KKLEB cytotox	Shn3 inh set2	HIF-2a inh
Cc1cccc(Cc2cccc(C)c2O)c1O	11	2	-15	.	-15	.	.	-0.5	-2	-15	-5
CCCC(C)NC(=O)CSc1nc2ccc(C)cc2[nH]1 (stereo not given)	17	7	-6	10	12	1	-1	0.3	-5	16	15
Cc1cc(=O)[nH]c(SCC(=O)N2C(C)CCCC2C)n1 (stereo not given)	4	17	-12	-10	-20	-1	3	-0.6	-7	-15	11
Cc1ccc(S(=O)(=O)NC2(C(F)(F)F)C(=O)Nc3c2c(=O)n(C)c(=O)n3C)cc1 (stereo not given)	12	-1	3	-7	11	0	-1	-0.9	5	-8	23
CC1(CC(=O)N/N=C/c2ccc(-c3cccc(C(F)(F)F)c3)o2)OCCO1	-12	-3	10	5	-20	-6	-1	-1.4	4	10	-3
COCCn1nnnc1C(c1ccccn1)N1CCN(c2cc(Cl)ccc2C)CC1 (stereo not given)	13	1	7	4	-1	7	4	-1.0	5	6	-3
CC(Oc1ccccc1)C(=O)N=C1SC2CS(=O)(=O)CC2N1c1cccc(F)c1 (stereo not given)	-5	4	10	2	-22	-8	-2	0.9	10	-1	6
O=C1Nc2ccccc2N=C(c2ccccc2)C1N(Cc1ccc(F)cc1)C(=O)c1cccnc1 (stereo not given)	26	-29	-7	.	-6	.	.	1.8	4	-12	-5
CCCc1cc(=O)[nH]c2nnc(SCC(=O)Nc3ccc(C(C)=O)cc3)n12	-26	-12	-11	4	-32	-5	3	1.9	-2	-7	-6
COc1ccccc1S(=O)(=O)N1CCN(S(=O)(=O)c2ccccc2C#N)CC1	4	-3	-8	-10	23	-4	0	0.4	-8	6	-4
COc1ccc([N+](=O)[O-])cc1NC(=O)CCNC(=O)Cn1ccc2ccccc2c1=O	-3	2	32	-1	19	2	-3	-0.5	-6	-23	7
COc1ccc(C2=NN(CN3C(=O)C(=O)c4ccccc43)C(c3ccc(Br)cc3)C2)cc1 (stereo not given)	-166	-43	-1	-36	-66	-20	-2	-0.4	14	-12	-181
COc1ccc(CC(=O)Nc2nnc(C(C)C)s2)cc1	-34	14	-6	-2	-19	-3	.	-0.6	-6	-9	-31
CCOC(=O)c1cc(-c2ccccc2)nc2nc(N3CCCCC3)sc12	-8	-25	-11	-9	-21	-2	-3	-1.0	-1	-8	-14
Cc1ccc2c(c1)N(C(=O)CCC(=O)NCCCN1CCOCC1)CC(C)O2 (stereo not given)	18	-24	5	-1	-6	-5	1	2.4	7	-5	11
CCOC(=O)N1CCC(NC(=O)c2cc(-c3ccc(F)cc3)[nH]c2C)CC1	18	-18	-8	5	-16	5	-3	-2.6	2	-4	16

As entered above.
COc1ccccc1S(=O)(=O)N1CCN(S(=O)(=O)c2ccccc2C#N)CC1 in TRPM1 prom inh reads -10
CCOC(=O)c1cc(-c2ccccc2)nc2nc(N3CCCCC3)sc12 in Shn3 inh set2 reads -8
